From PubChem
Hsp90 block: displaces geldanamycin probe from tumor Hsp90; P07900; NCI-N417 lysate Hsp90, Cy3B-geldanamycin FP displacement; inhibition, % at 30 µM; 0.35% of 64,000 active; AID 429;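 active = inhibition above 50%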;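 note: 0% = tracer plus lysate wells and 100% = tracer alone without lysate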
D1 allo mod: allosteric modulators of human D1 dopamine receptor | HEK293 D1, CRE-luciferase, dopamine EC30 potentiation; actives deviate in either direction | B-score at 10 µM | 5.9% of 58,000 active;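 active = luminescence count or its row- and column-corrected plate score outside the 99.7% band of the plate's sample wells, on either side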
Cdc25B inh: human M-phase inducer phosphatase 2 inhibition; inhibition, %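 (compounds tested at 10 µM final in the well)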; P30305; AID 368; 0.1% of 65,000 active; recombinant Cdc25B, OMFP fluorescence Ex485/Em525; in the data active = inhibition above about 50%
DUSP1 inh: blocks human MKP-1 phosphatase activity; recombinant MKP-1, OMFP hydrolysis fluorescence; inhibition, %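 (compounds tested at a single concentration somewhere between 10 and 100 µM)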; 0.15% of 65,000 active; AID 374;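 active = inhibition above about 50%, limit read from the data; inconclusive = inhibition over screen mean plus 3 SD, below that limit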;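 note: 0% = DMSO max control wells and 100% = wells with enzyme stopped by NaOH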
Target sequence (P28562 whole entry, looked up): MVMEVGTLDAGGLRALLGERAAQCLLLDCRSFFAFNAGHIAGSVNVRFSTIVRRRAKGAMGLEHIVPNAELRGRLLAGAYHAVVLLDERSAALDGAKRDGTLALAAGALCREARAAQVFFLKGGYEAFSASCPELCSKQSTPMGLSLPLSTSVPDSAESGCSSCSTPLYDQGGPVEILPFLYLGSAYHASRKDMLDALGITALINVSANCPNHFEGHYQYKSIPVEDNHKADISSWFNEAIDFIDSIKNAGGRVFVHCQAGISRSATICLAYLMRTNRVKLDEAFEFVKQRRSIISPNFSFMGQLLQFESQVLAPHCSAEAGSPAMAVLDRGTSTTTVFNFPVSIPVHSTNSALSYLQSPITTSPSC
RORA act: activators of human nuclear receptor RORA; P35398; CHO-K1 Gal4-RORA LBD luciferase reporter, luminescence; percent increase over mock-subtracted basal signal; activation, % at 10 µM; 1.5% of 65,000 active;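 active = activation above the mean of all tested compounds plus 3 SD, cut at about 49% in these data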;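 note: 0% = DMSO-treated RORA cells and 100% = added signal equal to DMSO minus mock-transfected cells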
Her2 expr inh: inhibitors of human Her2 kinase expression | 0.69% of 65,000 active | P04626 | HER2 level % of control, % at 10 µM | SKBR-3 HER2 protein level, AlphaScreen, 18-24 h; hits give low values;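 active = HER2 level under 5% of the carrier-only control; inconclusive = no clear call, values can overlap the other calls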;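 note: 100% = DMSO carrier and 0% = 500 nM PU-H71 HSP90 inhibitor; lower value means stronger loss of Her2 protein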
TNAP act DEA: activates human TNAP at intermediate phosphate acceptor concentration; P05186; purified TNAP, CDP-star luminescence, 100 mM DEA, 30 min; hits give high values; scale: 0 levamisole-inhibited, 1 vehicle-only enzyme; activation factor at 20 µM; 64,000 tested, under 10 active; AID 813;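 active = activation factor of at least 2 at 20 µM, relative to controls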
FXIIa mix inh: blocks human factor XIIa in pooled compound mixtures; purified FXIIa, fluorogenic substrate; 0.2% of 62,000 active; inhibition, % at 5 µM; in the data active = inhibition above about 20%, passing the limit was not always enough;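 note: 0% = enzyme without compound and 100% = no enzyme blank; some results filed as inactive read as strong as hits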
SF-1 act: SF-1 (human) activation; Q13285; activation, % at 10 µM; CHO-K1 Gal4-SF-1 LBD luciferase reporter; % increase over DMSO SF-1-specific signal; 1.9% of 65,000 active;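 active = activation above the mean activation of all tested compounds plus 3 SD, cut at about 50% in these data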
Target sequence (Q13285 whole entry, looked up, the tested form may be a part): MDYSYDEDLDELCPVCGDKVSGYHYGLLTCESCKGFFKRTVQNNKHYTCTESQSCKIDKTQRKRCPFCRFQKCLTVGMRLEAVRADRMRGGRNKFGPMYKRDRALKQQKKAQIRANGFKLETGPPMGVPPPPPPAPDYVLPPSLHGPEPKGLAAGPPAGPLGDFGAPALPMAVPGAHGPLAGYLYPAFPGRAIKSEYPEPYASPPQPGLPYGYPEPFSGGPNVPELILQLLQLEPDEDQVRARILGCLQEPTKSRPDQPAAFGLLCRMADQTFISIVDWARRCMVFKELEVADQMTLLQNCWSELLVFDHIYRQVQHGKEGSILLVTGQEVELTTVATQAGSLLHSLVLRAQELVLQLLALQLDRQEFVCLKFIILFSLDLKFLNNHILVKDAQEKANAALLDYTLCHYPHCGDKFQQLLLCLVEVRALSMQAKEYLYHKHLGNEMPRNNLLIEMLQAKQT
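Test system: CHO-K1 cells with Gal4–hSF-1 LBD chimera plus Gal4-driven luciferase; Input: 4,000 cells/well; Compound: 10 µM only; Times: 20 h compound treatment, 37 °C; Measured by: steady-glow luciferase luminescence, read after 15 min reagent incubation; Measure: percent activation versus DMSO; Control set: DMSO and mock-transfected background; Replicates: one test per compound.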
An asterisk follows results filed as active; ? = inconclusive; . = no result given. No enrichment for hits; about 8.9% have a hit in one of these screens.

A first look, 3 compounds:
SMILES	Hsp90 block	D1 allo mod	Cdc25B inh	DUSP1 inh	RORA act	Her2 expr inh	TNAP act DEA	FXIIa mix inh	SF-1 act
CCOC(=O)C1CCN(C(=O)COc2ccc(S(=O)(=O)NC(C)(C)C)cc2)CC1	-3	0.029	-5	31	-3	93	1	5	-1
O=C1CCCc2sccc2N1	-3	0.17	0	10	-16	65	0.9	-20	-6
O=C(CSc1nnc(Cc2cc(=O)[nH]c(=O)[nH]2)n1-c1ccccc1)N1CCCCC1	-3	-0.15	-8	-3	6	122	0.9	-1	-5

Results, repeating the preview:
SMILES	Hsp90 block	D1 allo mod	Cdc25B inh	DUSP1 inh	RORA act	Her2 expr inh	TNAP act DEA	FXIIa mix inh	SF-1 act
CCOC(=O)C1CCN(C(=O)COc2ccc(S(=O)(=O)NC(C)(C)C)cc2)CC1	-3	0.029	-5	31	-3	93	1	5	-1
O=C1CCCc2sccc2N1	-3	0.17	0	10	-16	65	0.9	-20	-6
O=C(CSc1nnc(Cc2cc(=O)[nH]c(=O)[nH]2)n1-c1ccccc1)N1CCCCC1	-3	-0.15	-8	-3	6	122	0.9	-1	-5
O=C(O)CCSc1nc2ccccc2n1CCOc1ccccc1	4	-0.12	-4	10	5	96	1	5	-14
O=C1CCCC2=C1C1(O)C(=O)c3ccccc3C1(O)O2 (configuration not stated)	1	0.26	26	?	-7	118	1.1	4	12
O=C(CC12CC3CC(CC(C3)C1)C2)NCCN1CCOCC1	-2	1.4	0	5	-4	99	0.9	4	-11
CCOCCCN1C(=O)CN(C2CCCCC2)C(=O)C1c1ccc(OCC)c(OC)c1 (configuration not stated)	5	0.0082	-3	25	2	135	1	5	18
CC(=O)c1cccc(NC(=O)N2CCCC2C(=O)NC2CCCCC2)c1 (configuration not stated)	-6	-0.29	-11	3	-11	94	0.9	8	-20
CCOc1ccc(-c2nnn(CC(=O)NCc3ccc(OC)cc3)n2)cc1OCC	-1	5.3*	6	19	2	69	0.9	3	4
CCn1cc(Br)c(-c2nc3ccccc3c(=O)n2N)n1	0	-1.2	-6	7	25	76	0.9	7	12
COc1ccc(-c2cc(C(F)(F)F)nc(N3CCOCC3)n2)cc1OC	.	.	-9	11	-6	87	0.9	-11	-13
CC1(C)CC(=O)c2cc(C(=O)Nn3cnnc3)c(=O)n(-c3ccccc3)c2C1	.	-1.1	-5	6	-5	91	1.1	3	2
O=C(NCCc1ccccc1)c1ccc2c(c1)N(Cc1ccccc1)C(=O)CS2=O (configuration not stated)	-3	-0.24	-2	5	4	80	1	10	6
CCCc1nc2oc3cc(OC)ccc3c(=O)c2c(=O)n1Cc1ccco1	-12	0.023	0	-26	10	61	0.9	2	-16
CC1CC(C)CN(c2ncnc3c2cnn3-c2ccc(Cl)cc2)C1 (configuration not stated)	-2	-1	-12	-18	54*	83	0.8	5	71*
CCOC(=O)C1CCCN(C(=O)CCC(=O)Nc2ccc3nc(N4CCOCC4)cc(C)c3c2)C1 (configuration not stated)	1	0.31	-12	1	4	81	1	2	8
CN1CCN(C(=O)c2cc3c(s2)-c2ccccc2S(=O)(=O)C3)CC1	-2	-0.26	2	4	26	91	1	15	-14
CCC(CO)n1cnnc1-c1ccncc1 (configuration not stated)	-6	-0.54	-11	-1	-16	117	1	7	7
O=C(CSc1nnc(CN2CCOCC2)n1-c1ccccc1)N1CCc2ccccc21	-10	1.5	-5	2	-6	146	1	-20	4
O=C(CSc1nnnn1-c1ccc(Cl)cc1)NC(=O)Nc1ccc2c(c1)OCCO2	-10	-0.18	6	18	19	69	0.9	-7	48
CCOC(=O)N1CCN(C(=O)Nc2sc3nc4n(c(=O)c3c2C)CCC(C)CC4)CC1 (configuration not stated)	-4	-0.28	2	37	24	73	1	12	22
COc1cccc(C2NC(=O)NC(C)=C2C(=O)Nc2ccccc2C)c1 (configuration not stated)	-5	-0.51	-5	-1	-1	93	0.9	8	-8
COc1ccc(-n2nnnc2SCC(=O)N2CCOCC2)cc1	1	0.25	5	-4	7	86	0.9	5	7
O=C(O)c1ccc(N2CCCCCC2)c(N2C(=O)c3ccccc3C2=O)c1	0	.	-10	16	3	104	0.9	4	-3
Cc1cc(C)c(S(=O)(=O)Nc2ccc(OCC(=O)O)cc2)c(C)c1	-1	.	-12	7	-2	81	1	8	1
SMILES	Hsp90 block	D1 allo mod	Cdc25B inh	DUSP1 inh	RORA act	Her2 expr inh	TNAP act DEA	FXIIa mix inh	SF-1 act
CS(=O)(=O)N1CCCC(C(=O)NCCCN2CCN(Cc3ccccc3)CC2)C1 (configuration not stated)	-1	-0.18	-10	-7	-3	99	0.9	10	13
CCCN1C(=O)NC2(O)C(=O)c3ccccc3C12O (configuration not stated)	3	-0.22	-9	-6	25	144	1	2	8
CCOC(=O)CSC1=C(C#N)C(c2ccccc2OC)CC(=O)N1 (configuration not stated)	-1	-0.58	-1	1	4	52	1	-16	19
CC(C)NC(=O)c1ccccc1NC(=O)CN(c1ccc2c(c1)OCO2)S(C)(=O)=O	2	0.96	-4	2	-2	175	1	0	-5
c1ccn2c(SCc3ccc4c(c3)OCCO4)nnc2c1	2	-0.077	3	-3	57*	108	0.9	-3	40
CCN(CC)S(=O)(=O)c1ccc(S(=O)(=O)N2CCN(CCC#N)CC2)cc1	-2	-0.11	-24	-1	8	107	1	0	-5
Cc1ccc(N(CC(=O)N2CCc3ccccc32)C2=NC(=O)CS2)cc1	-1	1.2	-2	31	-7	106	1	0	9
Cc1occc1-c1nnc(SCC(=O)c2ccc(F)cc2)n1Cc1ccco1	-2	0.29	-10	-1	6	76	0.9	5	4
Cc1ccc(C(=O)CC2(O)C(=O)N(Cc3ccc4c(c3)OCO4)c3ccccc32)cc1 (configuration not stated)	-5	-0.074	-13	-6	-10	74	0.8	-3	3
CCOC(=O)CSc1nnc(-c2ccncc2)o1	1	1.5	-3	1	-8	107	1	-10	8
CCc1ccc(OC)c(S(=O)(=O)Nc2ccccc2C)c1	-2	-0.051	-7	12	-2	89	1	14	2
COCCN(CCOC)C(=O)c1cc2c(=O)n3ccccc3nc2s1	-9	0.051	-8	-4	3	75	0.8	12	-1
O=C(O)CCc1nnc2n(Cc3ccc(F)cc3)c(=O)c3ccccc3n12	-1	.	-4	3	-13	84	0.9	-1	9
Cc1ccc(Nc2nc(N)nc(CN3CCN(C)CC3)n2)cc1	-4	-0.22	2	-12	-3	82	0.9	3	8
O=C(OCC(F)(F)C(F)F)c1ccccc1C(=O)Oc1ccc(F)cc1F	2	-0.54	-9	5	9	91	0.9	6	-3
O=C(c1cccs1)N(Cc1ccco1)Cc1cc2ccccc2[nH]c1=O	-9	1.1	-3	-9	5	101	0.9	-3	-10
CCC1(C)Cc2c(sc3c2c(=O)n(C)c2nnc(SCC(=O)c4ccccc4)n32)CO1 (configuration not stated)	-1	0.27	1	7	-12	70	0.9	-13	-7
CC1Cc2cc(/C(O)=C3/C(=O)C(=O)N(CCCN(C)C)C3c3ccncc3)ccc2O1 (configuration not stated)	-10	0.47	0	5	8	83	1.1	12	4
CCC12CN(C(=O)c3ccc(OC)cc3)CC(CC)(CN(C(=O)c3ccc(OC)cc3)C1)C2=O	-3	-0.11	22	8	-1	87	0.9	3	6
Cc1c(C(=O)Nc2ccccc2)sc2nc(-c3ccccc3)cn12	0	-0.36	-22	26	58*	67	1	13	54*
C=CCn1c(NC(=O)c2ccco2)c(S(=O)(=O)c2ccccc2)c2nc3ccccc3nc21	-8	0.27	2	20	15	82	1	11	3
NC1CCCCC1N=Cc1c(O)n(CCc2ccc(F)cc2)c(=O)[nH]c1=O (configuration not stated)	-4	0.72	0	9	-1	126	0.8	4	12
Cc1nn(-c2ccccc2)c2nc(-c3ccncc3)cc(C(=O)NCc3ccco3)c12	-3	-0.22	-8	32	-9	60	1	11	2
Nc1nc(CSc2n[nH]c(-c3ccccc3)n2)nc(Nc2ccccc2)n1	-1	2.7	2	-7	72*	93	0.3	7	34
CCc1ccc(CNC(=O)CN2C(=O)COc3ccccc32)cc1	2	0.21	-16	-1	2	89	1	-12	-17
SMILES	Hsp90 block	D1 allo mod	Cdc25B inh	DUSP1 inh	RORA act	Her2 expr inh	TNAP act DEA	FXIIa mix inh	SF-1 act
O=C(C1CCN(C2CC(=O)N(c3cccc(Cl)c3)C2=O)CC1)N1CCCCCC1 (configuration not stated)	0	-0.4	-13	28	8	102	1	-1	0
O=C(Nc1ncc(Cc2ccccc2)s1)c1cccs1	-4	-1.3	1	3	43	77	0.9	-1	39
Cc1c(NC(=O)OCc2ccccc2)c(=O)n(-c2ccccc2)n1C	-3	-0.15	-9	-2	4	107	1	-1	15
O=C(CSc1ncc(-c2ccccc2)n1-c1ccccc1)NCc1ccco1	-2	0.016	-8	-8	26	116	0.9	-2	18
CCOc1ccc(NC2c3ccccc3C(=O)N2Cc2ccco2)cc1 (configuration not stated)	0	-0.11	-4	-1	5	96	0.9	2	-7
Cc1cc(C)nc(NC(=O)CSc2ccccn2)n1	-3	-0.9	-9	0	6	.	1	27	-12
COCc1cc(C2C(C(=O)c3ccco3)=C(O)C(=O)N2CCOCCO)ccc1O (configuration not stated)	0	-0.46	6	-2	-14	102	0.9	-4	-7
CCn1c(C2CC(=O)N(Cc3ccccc3)C2)nc2ccccc21 (configuration not stated)	-3	0.00074	-9	1	-7	117	0.9	-3	0
CC(=O)NCc1cccc(CNC(C)=O)n1	1	0.51	-5	4	-12	129	0.9	-19	-10
O=C1OCc2cc(NC(=O)C3COc4ccccc4O3)ccc21 (configuration not stated)	-3	-0.0018	-5	-2	7	92	1	7	11
O=C(COC(=O)C(O)c1ccccc1)NC12CC3CC(CC(C3)C1)C2 (configuration not stated)	-2	0.61	-15	22	-2	72	0.9	4	0
O=C1[C@@H]2CSCN2C(=O)CN1CCc1cccc(F)c1	1	-0.32	1	-10	-14	87	0.8	2	-3
CC(C)CNC(=O)c1cc(-c2ccc(Cl)c(Cl)c2)on1	0	-0.59	-13	7	34	83	0.9	2	25
CNc1cc(C)nc(-n2nc(C)cc2C)n1	1	.	-1	-11	7	101	0.9	-6	-6
CCCCc1ccc(NC(=O)C2CCCO2)cc1 (configuration not stated)	-1	-0.082	-7	-7	76*	99	0.8	3	33
COc1ccccc1NC(=O)C1(C)Cc2ccccc2C(=O)O1 (configuration not stated)	-1	0.066	-13	-6	-15	92	0.9	7	-6
Cc1ccnc(N2CCC(C(=O)Nc3ccc4c(c3)CCC4)CC2)n1	2	0.19	22	7	-1	58	0.9	9	6
COCCN1Cc2cccc(C(=O)NCc3ccccn3)c2C1=O	-2	1.3	-13	-5	-2	114	1	-1	1
CC(C(=O)NCc1cccs1)n1cccc1 (configuration not stated)	-1	-0.079	-9	1	0	99	0.9	19	-19
Cc1cc(Br)c2c(c1)=C(c1sc(N3CCCCCC3)nc1O)C(=O)N=2	-4	6*	-6	-1	34	98	0.9	0	50*
Cc1ccccc1NS(=O)(=O)c1cc(S(C)(=O)=O)ccc1Cl	-2	0.54	-11	-5	-9	65	0.9	7	7
CCOc1ccccc1NC(=O)CSc1ncnc2c1oc1ccccc12	-1	3.6*	-8	5	-2	69	1	-4	11
O=C(NCc1ccccc1)C1CCN(S(=O)(=O)c2cccc3cccnc23)CC1	-4	0.3	-6	-4	0	103	0.9	0	0

3 compounds drawn at random from those above, as already listed:
SMILES	Hsp90 block	D1 allo mod	Cdc25B inh	DUSP1 inh	RORA act	Her2 expr inh	TNAP act DEA	FXIIa mix inh	SF-1 act
COc1ccccc1NC(=O)C1(C)Cc2ccccc2C(=O)O1 (configuration not stated)	-1	0.066	-13	-6	-15	92	0.9	7	-6
Cc1c(NC(=O)OCc2ccccc2)c(=O)n(-c2ccccc2)n1C	-3	-0.15	-9	-2	4	107	1	-1	15
CCOC(=O)CSc1nnc(-c2ccncc2)o1	1	1.5	-3	1	-8	107	1	-10	8
